# Screens as filed in PubChem.
# 12-LOX inh: Primary qHTS assay for inhibitors of human arachidonate 12S-lipoxygenase (ALOX12): Round 2 | Potency, µM (doses to about 108 µM), inactives show at the top dose activity change, negative = inhibition, most hits filed as inhibitors | purified 12hLO, xylenol orange hydroperoxide absorbance | AID 1671190, 2021 | 580,000 compounds, 1.1% hits; note: potency is the fitted concentration of half-maximal effect; % is set by controls: 0 for no effect and ±100 for the full control effect
#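 Hydroperoxide product was detected by ferrous iron/xylenol orange as the 573 to 405 nm absorbance ratio. Arachidonic acid at 40 uM (final) was turned over for 30 min at room temperature by 150 nM human 12hLO, pH 7.0 Hepes buffer, after 15 min compound preincubation.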
# Pol kappa inh: qHTS for Inhibitors of Polymerase Kappa; Potency, µM (highest dose often 107 µM), without a hit: top-dose activity, negative = inhibition, most hits filed as inhibitors; 400,000 compounds, 0.53% hits; DNA polymerase kappa (Homo sapiens), Q9UBT6; purified Pol kappa, fluorescent DNA synthesis assay, 10 min; note: potency is the fitted concentration of half-maximal effect; % is set by controls: 0 for no effect and ±100 for the full control effect
#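 Fluorescent qHTS in 1536-well format: enzyme (10 nM) and compound sat 15 min at room temperature before 50 nM substrate (final) was added. Signal taken at 0 and 10 min; no-enzyme buffer wells were negative controls.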
# LDHA block: qHTS assay for inhibitors of human lactate dehydrogenase; purified LDHA, NADH/diaphorase-resazurin fluorescence; hits give low values; activity change, % (values are at about 110 or 230 µM); 480,000 compounds, 0.15% hits; in the data active = activity change below about -30%; inconclusive = mostly about -25% to -30%;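 note: plate controls were DMSO wells for no effect and wells without enzyme for full effect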
#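 Enzyme activity of human lactate dehydrogenase 5 (2 nM; 0.06 mM NADH, 0.2 mM pyruvate, 5 min, RT) is measured via a resazurin/diaphorase fluorescence readout of residual NADH.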
# Apoferritin bind: qHTS Assay for Identification of Novel General Anesthetics | Ferritin light chain (Equus caballus), P02791 | apoferritin/1-aminoanthracene competitive binding, fluorescence | Potency, µM (doses to about 77.5 µM), for the others: at the highest dose activity change, negative = displacement, most hits filed as inhibitors | 350,000 compounds, 0.074% hits | AID 485281, 2010; note: potency is the fitted concentration of half-maximal effect; % is set by controls: 0 for no effect and ±100 for the full control effect; nearly all actives have a fitted effect of over 20% in size
# Target sequence (P02791 2-175 limits assumed): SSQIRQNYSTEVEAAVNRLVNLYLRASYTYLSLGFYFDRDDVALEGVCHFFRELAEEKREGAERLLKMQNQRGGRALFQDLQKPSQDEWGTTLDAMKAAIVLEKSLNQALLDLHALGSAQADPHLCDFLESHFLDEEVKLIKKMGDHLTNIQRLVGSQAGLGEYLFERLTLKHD
#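 Apoferritin-based anesthetic binding model; compound displacement of fluorescent 1-AMA measured as endpoint fluorescence after 10 minutes at room temperature, scaled to free-ligand and complex controls.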
# RGS4 inh: Inhibitors of Regulator of G Protein Signaling (RGS) 4: qHTS. Transcreener GDP fluorescence polarization, RGS4-accelerated GTP hydrolysis. AID 504845, 2011. Regulator of G-protein signaling 4 (Homo sapiens), P49798. Potency, µM (highest dose often 114 µM), without a hit: top-dose activity change, negative = inhibition, usual class: inhibitors. 390,000 compounds, 0.039% hits; note: potency is the fitted concentration of half-maximal effect; % is set by controls: 0 for no effect and ±100 for the full control effect; nearly all actives have a fitted effect of over 75% in size; some results filed as inactive show a strong effect at the top dose
#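 MLSMR compounds (23 nl, pin-transferred) preincubated 10 min at room temperature with a 500nM (2x) first reagent, then RGS4 at 900nM (2x) plus Transcreener GDP mix added; fluorescence polarization (620/688 nm) read before and after 90 min at 30 °C.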
# APEX1 inh: qHTS Assay for Inhibitors of the Human Apurinic/apyrimidinic Endonuclease 1 (APE1) | 350,000 compounds, 0.35% hits | DNA repair nuclease/redox regulator APEX1 (Homo sapiens), P27695 | recombinant APE1, TAMRA/BHQ-2 abasic DNA cleavage fluorescence | Potency, µM (series often up to 65.8 µM), without a hit: at the top dose activity change, negative = inhibition, most hits filed as inhibitors;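 note: potency is the fitted concentration of half-maximal effect; plate controls were vehicle for no effect and reference inhibitor for full effect; nearly all actives have a fitted effect of over 55% in size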
# Target sequence (P27695 whole entry, looked up): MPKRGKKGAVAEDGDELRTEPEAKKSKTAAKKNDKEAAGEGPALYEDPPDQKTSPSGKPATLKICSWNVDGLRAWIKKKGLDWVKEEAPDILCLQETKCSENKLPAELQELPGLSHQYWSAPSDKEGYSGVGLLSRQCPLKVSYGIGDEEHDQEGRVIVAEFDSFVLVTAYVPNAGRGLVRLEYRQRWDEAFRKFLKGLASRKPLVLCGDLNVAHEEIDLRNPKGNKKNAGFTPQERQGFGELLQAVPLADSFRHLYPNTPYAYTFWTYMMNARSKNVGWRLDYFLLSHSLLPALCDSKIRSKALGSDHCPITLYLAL
#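 Measures dequenching upon AP-site incision of a 5'-TAMRA/3'-BHQ-2 THF-containing duplex, 50 nM; human APE1 0.75 nM after 15 min room-temperature exposure to compound; kinetic three-point read at one-minute spacing.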
# POLH inh: qHTS for Inhibitors of Polymerase Eta; DNA polymerase eta (Homo sapiens), Q9Y253; recombinant Pol eta, fluorescent DNA replication assay; Potency, µM (series often up to 114 µM), without a hit: at the top dose activity change, negative = inhibition, hits mostly inhibitors; 390,000 compounds, 1.2% hits; note: potency is the fitted concentration of half-maximal effect; % is set by controls: 0 for no effect and ±100 for the full control effect
#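 Pol eta at 10 nM preincubated with compounds 15 min at room temperature; reaction started with fluorescent substrate (50 nM final) and read kinetically at 0 and 10 min.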
# POLB inh: qHTS Assay for Inhibitors of DNA Polymerase Beta; P06746; 340,000 compounds, 1.3% hits; Pol beta primer extension/strand displacement, fluorescence kinetic; Potency, µM (series often up to 114 µM), without a hit: top-dose activity change, negative = inhibition, most hits filed as inhibitors; note: potency is the fitted concentration of half-maximal effect; % is set by controls: 0 for no effect and ±100 for the full control effect
#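 Pol beta (10 nM) and compounds were preincubated 15 min at room temperature, then 50 nM substrate (final) started primer extension/strand displacement. Reads were taken at 0 and 10 min; concentration-response data were fitted to a four-parameter Hill equation.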
# ERG Ets-DNA blk: qHTS for Small Molecule Inhibitors of the ERG Ets/DNA interaction | Potency, µM (titrated, usually from 76.9 µM), for inactives: top-dose FP activity, negative = inhibition, most hits filed as inhibitors | 370,000 compounds, 0.028% hits | fluorescence polarization, His-ERG Ets domain / labelled DNA | Transcriptional regulator ERG (Homo sapiens), P11308; active = well fitted inhibition curve with a large enough effect in the polarisation, with a control signal flat; inconclusive = small, poorly fitted or top-dose-only effect, or effect the other way, or a change in a side signal; inactive = no such curve, though single readings can be large or run the other way; the % refers to the polarisation;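 note: polarization taken with two DNA probes labelled with fluorescein and Texas red; potency is the fitted concentration of half-maximal effect; % of control where 0% means no effect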
# Target sequence (P11308 whole entry, looked up, the tested form may be a part): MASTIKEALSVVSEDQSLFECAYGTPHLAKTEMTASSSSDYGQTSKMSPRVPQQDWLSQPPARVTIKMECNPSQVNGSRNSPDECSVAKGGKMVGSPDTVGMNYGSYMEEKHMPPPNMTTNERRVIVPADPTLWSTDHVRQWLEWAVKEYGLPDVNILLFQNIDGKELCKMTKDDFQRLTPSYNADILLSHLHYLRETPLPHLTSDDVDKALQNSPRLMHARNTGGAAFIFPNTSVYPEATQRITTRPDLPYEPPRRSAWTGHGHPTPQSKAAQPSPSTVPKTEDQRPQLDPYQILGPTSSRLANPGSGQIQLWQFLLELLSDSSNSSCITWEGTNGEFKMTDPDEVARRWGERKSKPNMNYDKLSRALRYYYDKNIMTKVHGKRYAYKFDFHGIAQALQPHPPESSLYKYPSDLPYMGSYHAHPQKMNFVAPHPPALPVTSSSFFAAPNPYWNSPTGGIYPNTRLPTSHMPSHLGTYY
#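 His-tagged ERG Ets domain (1 uM in the protein solution; 300mM KCl, 50mM Tris-HCl, 1mM EDTA, 1mM DTT, pH 7.5) received compound, then a probe mix of 5 nM fluorescein-DNA and 100nM Texas-615-DNA. Fluorescence polarization was read for both dyes.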
# An asterisk follows results filed as active; ? = inconclusive; nt = no result given; & = joins results of further samples; [ ] = another dose, or the depositor's remark. Unless noted, calls come from the whole dose curve; as a rule, active = well fitted curve in the direction sought with a large enough effect; inconclusive = small, poorly fitted or top-dose-only effect, or another doubt; inactive = no such curve, though single readings can be large; an effect the other way counts as inactive or inconclusive. The list is partial; the hit share may differ from the screen's.
SMILES,12-LOX inh,Pol kappa inh,LDHA block,Apoferritin bind,RGS4 inh,APEX1 inh,POLH inh,POLB inh,ERG Ets-DNA blk
CCN(CC)c1ccc(C(=O)OCC(=O)N(C)Cc2ccccc2)cc1,36.8%[activator],-9.0%,-6.5,-18.8%,8.3%,?,-15.4%,-6.5%,3.6%
CCNC(=O)Cn1nc(C)n2c(cc3c(OC)cccc32)c1=O,1.6%,5.1%,-6.5,-13.2%,-7.2%,nt,-2.8%,33.2%,-0.1%
O=C(CN1C(=O)NC2(CCCCCC2)C1=O)NC1CC1,8.1%,-9.8%,0.4,-6.7%,-6.2%,5.3%,6.1%,31.7%,12.2%
CCc1ccccc1NC(=O)CSC1=Nc2ccccc2C2=NC(Cc3ccccc3)C(=O)N12 (centres undefined),?,-2.7%[60.1 µM],-5.6,-13.1%,12.8%,nt,-1.9%,4.2%,-2.3%
Cc1cn(C2CCC(CO)O2)c(=O)[nH]c1=O (centres undefined),9.4%,-4.8%,-1.9,1.8%&3.9%,-9.9%,0.4%&-1.3%,4.2%,2.6%,6.3%
O=P(O)(O)c1cc(-c2ccccc2)oc1-c1ccccc1,-12.5%,-12.3%,-6.0,-9.7%,7.2%,-4.4%,-11.8%,?,5.1%
COc1cc(NC(=S)NCCCN2CCOCC2)c(OC)cc1Cl,?,10.0%,3.2,-3.6%,-16.1%,-1.5%,-7.9%,3.3%,1.9%
Cc1cc(N(C)C)ccc1N=Nc1ccc2ncccc2c1,?,-12.1%,-6.1,?,14.2%,?,-14.4%,2.3%,-7.3%
CCOCCCn1c(SCC(=O)NCCCOC)nc2c(sc3ccccc32)c1=O,0.3%,0.9%[60.1 µM],2.2,-1.4%,-35.8%,nt,-14.8%,2.1%,3.3%
O=S(NCc1ccccc1)C12CC3CC(CC(C3)C1)C2 (centres undefined),-18.9%,-1.2%,-0.8,-13.2%,-44.9%,-6.4%,0.7%,-27.5%,nt
O=C(Cn1cc(C(=O)C(F)(F)F)c2cc(Br)ccc21)N1CCOCC1,5.3%,-13.9%,-3.0,-10.6%,8.0%,-3.3%,-9.6%,16.4%,0.8%
O=C(NC1CCCCCC1)c1cc2n(n1)C(C(F)(F)F)CC(c1ccco1)N2 (centres undefined),141.7%[activator],5.8%,-3.2,?,-3.4%,3.8%,-13.3%,-13.6%,6.5%
COC(=O)C1=C(C)NC(=O)NC1c1cccc(OC)c1OCc1ccccc1 (centres undefined),0.0%,-5.1%,-1.9,-9.1%,-0.4%,1.1%,-14.4%,-11.4%,-6.3%
Cc1cc(C)c(C)c(OCc2nc(-c3cccnc3)no2)c1,-4.4%,-1.3%,0.0,1.3%,-20.6%,-1.7%,-6.5%,-18.6%,-12.3%
CN(CC(=O)Nc1cccc2c1CCCC2)S(=O)(=O)c1ccc(Br)cc1,-8.5%,-0.5%,2.7,69.3%[activator],-3.3%,-1.6%,-8.7%,32.5%,-4.3%
CCOC(=O)N1CCN(Cc2nc3cc(NC(=O)c4ccc([N+](=O)[O-])cc4)ccc3n2C(C)C)CC1,-3.9%,5.7%,-3.5,?,-9.9%,nt,-9.6%,0.9%,-1.0%
Cc1ccc(S(=O)(=O)Nc2ccc3c(c2)CC(=O)N([C@H](C)CO)C[C@H](C)[C@H](CN(C)Cc2ccc4c(c2)OCO4)O3)cc1,-23.9%,-9.6%,4.5,nt,-10.3%,4.8%,-12.9%,nt,-4.7%
Cc1ccccc1NCC(=O)c1ccc(Br)cc1,?,-9.8%,1.6,-7.2%,-4.2%,25.9%,-4.0%,-10.0%,-1.1%
O=C(Nc1cc(-c2nc3cc(Cl)ccc3o2)ccc1Cl)c1cccc2ccccc12,1.8%,-2.8%,0.2,5.7%,-15.5%,nt,-3.0%,5.5%,1.8%
CC(C)[C@H](NC(=O)c1ccccc1Cl)C(=O)Nc1ccc(S(=O)(=O)Nc2nccs2)cc1,107.4%[activator],-18.1%,0.8,nt,-6.4%,12.5%,4.8%,nt,13.4%
CC(C)Oc1cccc(-c2cc(C(=O)NC(=S)N(C)c3ccccc3C(=O)O)c3ccccc3n2)c1,?,-7.7%,2.4,-6.5%,-20.9%,-1.6%,-21.9%,7.8%,-0.2%
COc1ccc(N2CCN(S(=O)(=O)CCNC(=O)C(C)Oc3ccccc3)CC2)cc1 (centres undefined),-2.0%,3.6%,-3.5,nt,-20.6%,26.8%,-14.9%,nt,5.4%
Cc1ccc(C(C)C)c(O)c1,5.5%,0.0%,-9.2,8.1%,13.4%,1.4%,-10.3%,nt,-13.9%
CCCn1c(C)cc(/C=C(\C#N)C(=O)OCC(=O)Nc2cccc(S(N)(=O)=O)c2)c1C,-8.1%,-20.0%,-6.6,nt,-6.5%,-44.6%,-5.6%,nt,5.4%
Cc1nnc(SCC(=O)Nc2cc(S(=O)(=O)N3CCCC3)ccc2Cl)s1,-7.1%,6.1%,-4.6,-11.1%,-13.5%,2.3%,-19.8%,1.0%,1.6%

# Next part, overlapping the part above by two compounds.
SMILES,12-LOX inh,Pol kappa inh,LDHA block,Apoferritin bind,RGS4 inh,APEX1 inh,POLH inh,POLB inh,ERG Ets-DNA blk
CCCn1c(C)cc(/C=C(\C#N)C(=O)OCC(=O)Nc2cccc(S(N)(=O)=O)c2)c1C,-8.1%,-20.0%,-6.6,nt,-6.5%,-44.6%,-5.6%,nt,5.4%
Cc1nnc(SCC(=O)Nc2cc(S(=O)(=O)N3CCCC3)ccc2Cl)s1,-7.1%,6.1%,-4.6,-11.1%,-13.5%,2.3%,-19.8%,1.0%,1.6%
S=c1[nH]ncn1NCc1cccc(Br)c1,?,2.1%,-11.0,nt,-7.7%,nt,3.3%,nt,0.6%
CCN(CC(=O)Nc1c(F)cccc1F)C(=O)C1CC(=O)N(CCc2ccc(OC)c(OC)c2)C1 (centres undefined),125.2%[activator],-7.5%,-5.0,nt,24.6%,3.1%,-13.3%,nt,-9.3%
CCOC(=O)c1c(CC(C)C)csc1NC(=O)COC(=O)c1cc(OC)c(OC)cc1[N+](=O)[O-],-8.7%,7.3%,1.1,-0.2%,-14.7%,20.6%,-6.6%,35.7%,1.8%
COC(=O)c1ccc(NC(=O)C(C)Oc2ccccc2)cc1 (centres undefined),?,-9.8%,-1.0,-8.2%,-1.1%,-1.0%,-3.3%,-2.5%,2.1%
COc1ccc(C)cc1NC(=O)c1ccccc1NS(=O)(=O)c1ccc(Cl)s1,?,4.6%,0.7,-17.2%,-2.2%,-6.3%,-16.8%,18.5%,0.9%
O=C(NCCc1ccc(Cl)cc1)c1ccc(Br)s1,1.3%,7.4%,-3.0,-4.7%,-13.3%,-27.2%,-11.0%,6.7%,22.0%
CC(C)(C)c1cc(CCC(=O)NNC(=S)NC(=O)c2ccccc2)cc(C(C)(C)C)c1O,nt,-8.2%,-6.3,-11.2%,-28.5%,-0.2%,-20.9%,1.7%,0.7%
N#CC1=C(S)N(c2ccccc2)C2(CCCCC2)NC1=O,-32.6%,-1.7%,-8.7,-2.6%,-43.8%,?,-16.2%,5.4%,nt
CCOC(=O)c1nnn(-c2ccc([N+](=O)[O-])cc2[N+](=O)[O-])c1C,?,-15.9%,1.7,-7.8%,13.1%,16.3%,-15.2%,27.0%,-11.1%
CSCCC(NS(=O)(=O)c1ccc(Cl)cc1)C(=O)OCC(=O)NC1CCCCC1 (centres undefined),?,-22.2%,2.3,-21.0%,2.3%,17.7%,-10.1%,25.6%,3.0%
CCNC(=S)N(CCc1c(C)[nH]c2ccc(Cl)cc12)Cc1ccco1,-27.3%,-14.6%,-1.7,0.1%,16.6%,-7.0%,-10.4%,-29.5%,10.4%
CCOC(=O)c1ccc(NC2=CC(c3ccc(F)cc3)N(c3ccc(C(=O)OCC)cc3)C2=O)cc1 (centres undefined),-0.5%,-25.6%,-11.8,-18.6%,0.3%,nt,0.0%,-14.3%,-4.1%
CC(C)(C)OC(=O)CNC(=O)c1[nH]cnc1C(=O)NC(c1ccccc1)c1ccccc1,-1.7%,-5.7%,4.2,-12.9%,-6.1%,-22.3%,-14.9%,8.7%,-11.8%
COCCn1ccc2c(OCC(=O)NCc3ccccc3)cccc2c1=O,0.8%,-7.8%,-4.8,nt,2.3%,-24.7%,-9.0%,nt,1.3%
COc1ccc(CNCc2cc(OC)ccc2OC)cc1,?,-13.1%,-17.4,-6.7%,12.9%,-7.2%,-13.3%,1.5%,-1.1%
COc1cc(C(=O)N2CCN(C/C=C/c3ccccc3)CC2)cc(OC)c1OC,0.0%,-1.0%,-1.1,0.2%,1.0%,-1.0%,-9.4%,28.0%,-6.4%
O=C(CSc1nc2ccccc2nc1N1CCCC1)Nc1ccc(F)cc1,?,-9.5%,1.1&13.4,-15.3%,5.5%,49.3%[activator],-13.3%,3.4%,2.4%
COc1ccccc1N1CCN(C(=O)C(C)N(c2ccccc2)S(C)(=O)=O)CC1 (centres undefined),0.0%,3.2%,3.9,-3.7%,-4.8%,-1.5%,-4.3%,5.9%,-2.0%
